Screening data as filed in PubChem.
Vc quorum ag: inducers of Vibrio cholerae quorum light production without autoinducers, primary screen, BH1578 luxS cqsA deficient, single point; 350,000 compounds, 0.16% hits; V. cholerae BH1578 lux reporter, luminescence, 6 h; activation, % at 18.7 µM; in the data active means activation mostly above about 9.7%, no sharp cut-off; further: not every result past the cut was called active; inactives centre near 0; reference of the scale not given here
Rv3671c protease: Rv3671c serine protease inhibitors, primary screen, biochemical, fluorescence polarization, M. tuberculosis H37Rv | inhibition, % at 5.96 µM | 320,000 compounds, 0.048% hits | AID 2606, 2010; in the data active means inhibition above about 38%;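 further: extracellular domain of Rv3671c used as enzyme; 0% = enzyme with DMSO and 100% = no enzyme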
SSB-PriA inh: inhibitors of Klebsiella pneumoniae PriA binding to SSB C-terminal tail, primary screen, biochemical, AlphaScreen | PriA–SSB C-terminal tail interaction (Klebsiella pneumoniae) | AlphaScreen SSBct-PriA binding, biotinylated peptide | inhibition, % at 33 µM | 430,000 compounds, 0.6% hits; in the data active means inhibition mostly above about 37%, no sharp cut-off; inactive means mostly below about 20%;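 further: plate controls were negative control peptide for no effect and reference peptide for full effect; strong numbers were not always called active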
SARS 3CLpro inh: SARS-CoV 3CLpro protease inhibitors, primary screen, biochemical, quenched FRET; Replicase polyprotein 1ab (Severe acute respiratory syndrome coronavirus), P0C6X7; recombinant SARS-CoV 3CLpro, quenched FRET peptide cleavage; inhibition, % at 6 µM; 290,000 compounds, 0.14% hits; in the data active means inhibition above about 12%
TcdB GH inh: TcdB glycohydrolase inhibitors, primary screen, biochemical, single point, plate reader | Toxin B (Clostridioides difficile), P18177 | TcdB glycohydrolase enzymatic assay | inhibition, % at 9.99 µM | 350,000 compounds, 0.24% hits; in the data active means inhibition above about 10%
PrPC surface inh: inhibitors of human cell surface prion protein PrPC, primary screen, cell-based, TR-FRET; AID 720596, 2013; inhibition, % at 13.8 µM; 370,000 compounds, 0.43% hits; TR-FRET read-out; in the data active means inhibition above about 24%; further: 0% = median of the test wells and 100% = reference compound wells
VHR inh abs: VHR1 phosphatase inhibitors, primary screen, biochemical, absorbance, uHTS. Dual specificity protein phosphatase 3 (Homo sapiens), P51452. recombinant VHR phosphatase, pNPP absorbance. inhibition, % at 13.3 µM. 290,000 compounds, 0.52% hits. AID 1654, 2009; in the data active means inhibition above about 50%; further: some compounds called inactive have numbers as strong as hits
MazF activator: activators of E. coli MazEF toxin-antitoxin RNase, primary screen, biochemical, fluorescence, uHTS; FAM/BHQ RNA-DNA oligo cleavage fluorescence, 5 h; activation, % at 20 µM; 350,000 compounds, 0.32% hits; AID 504720, 2011; in the data active means activation above about 50%
Yp Topo-I inh: Yersinia pestis topoisomerase I inhibitors, primary screen, biochemical, cleavage product accumulation, plate reader, single point; Y. pestis Topo-I cleavage product accumulation; activity, % at 10 µM; 360,000 compounds, 0.064% hits; AID 504884, 2011; DNA topoisomerase I (Yersinia pestis CO92); in the data active means activity above about 50%, passing the limit was not always enough; further: inactives centre near 2
CCHFV vOTU inh: CCHFV vOTU protease inhibitors, primary screen, biochemical, Pep-AMC substrate, fluorescence | Crimean-Congo hemorrhagic fever virus L polyprotein viral ovarian tumor (vOTU) protease … | inhibition, % at 11.5 µM | 370,000 compounds, 0.55% hits | AID 651958, 2012; in the data active means inhibition above about 30%; further: 0% = vehicle wells with enzyme and 100% = no enzyme wells
Numbers without * were called inactive; & = joins results of further samples.

Screening Cc1cc(NC(=O)C2C3C(=O)N(CC4CCCO4)C(C(=O)NC(C)(C)C)C34C=CC2(C)O4)no1 (stereo unspecified) returned Vc quorum ag inactive, Rv3671c protease -1, SSB-PriA inh -17, SARS 3CLpro inh 0, TcdB GH inh 0.9, PrPC surface inh 9, VHR inh abs 7, MazF activator 3, Yp Topo-I inh 0 and CCHFV vOTU inh 0.
Screening CCOC(=O)C1C(=O)CC(C)(O)C(C(=O)OCC)C1c1ccc(N(CC)CC)cc1 (stereo unspecified) returned Vc quorum ag -0.3, Rv3671c protease 0, SSB-PriA inh 9, SARS 3CLpro inh 4, PrPC surface inh -4, VHR inh abs 13, MazF activator -14, Yp Topo-I inh 2 and CCHFV vOTU inh 0.
Screening CCN(CC)S(=O)(=O)c1cc(NC(=O)CN2CCN(c3ccccn3)CC2)ccc1C returned Vc quorum ag -0.5, Rv3671c protease 6, SSB-PriA inh 5, SARS 3CLpro inh 2, TcdB GH inh -0.4, PrPC surface inh -3, VHR inh abs 46, MazF activator 6, Yp Topo-I inh 26 and CCHFV vOTU inh -8.
For COc1ccc(N2CCN(S(=O)(=O)c3ccc4c(c3)CCCC4)CC2)c([N+](=O)[O-])c1 the results were Vc quorum ag inactive, Rv3671c protease 0, SSB-PriA inh 5, SARS 3CLpro inh -5, TcdB GH inh 1.3, PrPC surface inh 0, VHR inh abs 32, MazF activator -3, Yp Topo-I inh 7 and CCHFV vOTU inh 5.
`Cc1ccc(N2C(=O)CSC2=S)cc1C` gave Vc quorum ag -0.3, Rv3671c protease -8, SSB-PriA inh 3, SARS 3CLpro inh 4, TcdB GH inh 0.4, PrPC surface inh 2, VHR inh abs 13, MazF activator -3, Yp Topo-I inh -12 and CCHFV vOTU inh -1.
For COc1ccc(CN2C(=O)C(C)Nc3ncnc(N4CCN(c5ccccc5)CC4)c32)cc1 (stereo unspecified) the results were Vc quorum ag inactive, Rv3671c protease -4, SSB-PriA inh 6, TcdB GH inh 0.6&1.2, PrPC surface inh 0&5, MazF activator -7, Yp Topo-I inh 7 and CCHFV vOTU inh 8&3.
For O=C(NCC1CCCCC1)C1(CC2CC(c3ccc(Cl)cc3)=NO2)CCNCC1 (stereo unspecified) the results were Vc quorum ag -0.9, Rv3671c protease -7, SSB-PriA inh 2, SARS 3CLpro inh 6, TcdB GH inh -0.3, PrPC surface inh -13, VHR inh abs 10, MazF activator 24, Yp Topo-I inh -22 and CCHFV vOTU inh 9.
For O=C(O)CC(CC(=O)N1CCN(C(=O)c2ccco2)CC1)c1ccccc1 (stereo unspecified) the results were Vc quorum ag -0.5, Rv3671c protease -15, SSB-PriA inh -8, SARS 3CLpro inh -7, TcdB GH inh 0.9, PrPC surface inh 2, VHR inh abs -9, MazF activator -1, Yp Topo-I inh -1 and CCHFV vOTU inh -4.
`O=C(NC1CCCCC1)C(c1ccccc1)N1CCCC1` (stereo unspecified) gave Vc quorum ag -0.6, Rv3671c protease 5, SSB-PriA inh -8, SARS 3CLpro inh 1, PrPC surface inh 5, VHR inh abs 10, MazF activator 6, Yp Topo-I inh 1 and CCHFV vOTU inh 9.
Screening CCc1ccc(N2CC(C(=O)OCC(=O)N(CC)c3c(N)n(Cc4ccccc4)c(=O)[nH]c3=O)CC2=O)cc1 (stereo unspecified) returned Vc quorum ag inactive, SSB-PriA inh -2, TcdB GH inh 0.7, PrPC surface inh 1, MazF activator -9, Yp Topo-I inh 30 and CCHFV vOTU inh -8.
N#CC1=C(N)Oc2cc(O)ccc2C1c1ccccc1 (stereo unspecified) was read as Vc quorum ag inactive, Rv3671c protease -3, SSB-PriA inh -12, SARS 3CLpro inh -3, PrPC surface inh 5, VHR inh abs -11, MazF activator 4, Yp Topo-I inh -3 and CCHFV vOTU inh -2.
COC(=O)CNC(=O)CSc1nc2sc(-c3ccccc3)cc2c(=O)n1-c1ccccc1 was read as Vc quorum ag 0.0, Rv3671c protease -9, SSB-PriA inh 0, TcdB GH inh 1.2, PrPC surface inh -4, MazF activator 4, Yp Topo-I inh 5 and CCHFV vOTU inh 10.
For CC1=Nc2cc(C(=O)NCCN3CCOCC3)ccc2Sc2c(C)ccc(C)c21 the results were Vc quorum ag inactive, Rv3671c protease -5, SSB-PriA inh 5, SARS 3CLpro inh -1, TcdB GH inh -0.4, PrPC surface inh 9, VHR inh abs 11, MazF activator -3, Yp Topo-I inh 20 and CCHFV vOTU inh 18.
`Oc1ccc(C[C@H]2CNC(=S)N2CC2CCCN2C[C@H](Cc2ccc(O)cc2)N2C[C@H](Cc3ccccc3)N(CCc3ccccc3)C2=S)cc1` (stereo partly specified) gave Vc quorum ag 0.0, SSB-PriA inh -26, TcdB GH inh 0.2, PrPC surface inh -18, MazF activator -6, Yp Topo-I inh 16 and CCHFV vOTU inh 10.
For COc1ccc(/C=N/NC(=O)c2ccco2)cc1Cn1nc(C)c([N+](=O)[O-])c1C the results were Vc quorum ag inactive, Rv3671c protease -7, SARS 3CLpro inh 3, TcdB GH inh 0.9, PrPC surface inh 2, VHR inh abs 16, MazF activator -9, Yp Topo-I inh -3 and CCHFV vOTU inh 17.
COc1ccc(-c2csc(NC(=O)C(CC(=O)O)N3CCOCC3)n2)cc1 (stereo unspecified) was read as Vc quorum ag inactive, SSB-PriA inh 8, SARS 3CLpro inh -1, TcdB GH inh 2.0, PrPC surface inh 5, VHR inh abs 4, MazF activator 7, Yp Topo-I inh -12 and CCHFV vOTU inh 2.
COc1ccc(N2CCN(C(=O)COc3ccccc3)CC2)cc1 was read as Rv3671c protease 4, SSB-PriA inh -12, SARS 3CLpro inh 7, PrPC surface inh -1, VHR inh abs 0, MazF activator -12 and CCHFV vOTU inh -5.
O=C(NCCCn1ccnc1)c1nc(Cn2cc([N+](=O)[O-])cn2)no1 was read as Vc quorum ag -0.5, Rv3671c protease 1, SSB-PriA inh 3, SARS 3CLpro inh 6, TcdB GH inh -0.2, PrPC surface inh -1, VHR inh abs -2, MazF activator 1, Yp Topo-I inh 2 and CCHFV vOTU inh 10.
Screening N#Cc1nc(COc2ccc(-c3ccccc3)cc2)oc1NCc1cccnc1 returned Vc quorum ag -0.5, Rv3671c protease -11, SSB-PriA inh 21, SARS 3CLpro inh 2, PrPC surface inh 17, VHR inh abs -6, MazF activator -9, Yp Topo-I inh -5 and CCHFV vOTU inh 17.
For CCN(Cc1cccc(F)c1)C(=O)c1ccc2ccccc2n1 the results were Vc quorum ag inactive, Rv3671c protease 4, SSB-PriA inh -7, SARS 3CLpro inh 0, TcdB GH inh -0.5, PrPC surface inh 10, VHR inh abs -5, MazF activator 11, Yp Topo-I inh 12 and CCHFV vOTU inh 0.
Screening Cc1ccc(NC(=S)NCCc2ccc(F)cc2)c(C)c1 returned Vc quorum ag -1.5, Rv3671c protease 0, SSB-PriA inh 5, SARS 3CLpro inh 0, PrPC surface inh 4, VHR inh abs 46, MazF activator -5, Yp Topo-I inh 1 and CCHFV vOTU inh -17.
For CCN(CC)CCOC(=O)c1ccc(N/C=C(/C#N)c2nc(-c3ccc4c(c3)OCO4)cs2)cc1 the results were Vc quorum ag inactive, Rv3671c protease -17, SSB-PriA inh -5, SARS 3CLpro inh -7, TcdB GH inh 0.1, PrPC surface inh 4, VHR inh abs -12, MazF activator -22, Yp Topo-I inh -5 and CCHFV vOTU inh 0.
C[C@H](CO)N1C[C@H](C)[C@@H](CN(C)S(=O)(=O)c2cn(C)cn2)Oc2c(NC(=O)Nc3ccc(C(F)(F)F)cc3)cccc2C1=O was read as Vc quorum ag -1.3, Rv3671c protease 6, SSB-PriA inh 1, TcdB GH inh -0.2&0.3, PrPC surface inh -6, MazF activator 1, Yp Topo-I inh 5 and CCHFV vOTU inh 3.
For O=C(CSc1nnc(NC(=O)C2CCC2)s1)Nc1ccccc1Br the results were Vc quorum ag -0.4, Rv3671c protease 1, SSB-PriA inh -20, SARS 3CLpro inh -1, TcdB GH inh -0.2, PrPC surface inh -5, VHR inh abs 29, MazF activator 16, Yp Topo-I inh 0 and CCHFV vOTU inh 3.

Sorted by SMILES length (low to high): some entries from above.
COc1ccc(N2CCN(C(=O)COc3ccccc3)CC2)cc1 was read as Rv3671c protease 4, SSB-PriA inh -12, SARS 3CLpro inh 7, PrPC surface inh -1, VHR inh abs 0, MazF activator -12 and CCHFV vOTU inh -5.
O=C(NCCCn1ccnc1)c1nc(Cn2cc([N+](=O)[O-])cn2)no1 was read as Vc quorum ag -0.5, Rv3671c protease 1, SSB-PriA inh 3, SARS 3CLpro inh 6, TcdB GH inh -0.2, PrPC surface inh -1, VHR inh abs -2, MazF activator 1, Yp Topo-I inh 2 and CCHFV vOTU inh 10.
For CCN(CC)CCOC(=O)c1ccc(N/C=C(/C#N)c2nc(-c3ccc4c(c3)OCO4)cs2)cc1 the results were Vc quorum ag inactive, Rv3671c protease -17, SSB-PriA inh -5, SARS 3CLpro inh -7, TcdB GH inh 0.1, PrPC surface inh 4, VHR inh abs -12, MazF activator -22, Yp Topo-I inh -5 and CCHFV vOTU inh 0.

The list continues.
Screening CC(=O)Nc1ccc(CNc2nc(NC(C)C)nc3cc(-c4ccccc4)sc23)cc1 returned Vc quorum ag -0.7, TcdB GH inh 1.0, PrPC surface inh 14, Yp Topo-I inh -13 and CCHFV vOTU inh 15.
Screening CCOC(=O)c1c[nH]c2c(Cl)c(Cl)ccc2c1=O returned Vc quorum ag -5.4, Rv3671c protease -3, SSB-PriA inh -5, SARS 3CLpro inh 4, PrPC surface inh 5, VHR inh abs -10, MazF activator 0, Yp Topo-I inh 3 and CCHFV vOTU inh 4.
`O=C(NCCCc1ccncc1)C1CCC(=O)N(Cc2cccc(F)c2)C1` (stereo unspecified) gave Vc quorum ag -0.9, Rv3671c protease 3, SSB-PriA inh 0, SARS 3CLpro inh 1, TcdB GH inh 0.1, PrPC surface inh 5, VHR inh abs 13, MazF activator 5, Yp Topo-I inh -4 and CCHFV vOTU inh 5.
For COc1ccc(N2CCN(C(=O)COc3cccc4ccccc34)CC2)cc1 the results were Vc quorum ag 1.8, Rv3671c protease 6, SSB-PriA inh 35, SARS 3CLpro inh 7, VHR inh abs 9, MazF activator -3 and Yp Topo-I inh 42.
Screening CCOc1ccc(N=Cc2c(C)[nH]n(-c3nc4ccccc4[nH]3)c2=O)cc1 returned Vc quorum ag -0.4, Rv3671c protease 3, SSB-PriA inh 7, SARS 3CLpro inh 1, TcdB GH inh 0.1, PrPC surface inh -5, VHR inh abs 8, MazF activator 5, Yp Topo-I inh 44 and CCHFV vOTU inh -3.
For CC(=O)c1ccc(OCc2ccccc2)c(C)c1O the results were Vc quorum ag inactive, Rv3671c protease -7, SSB-PriA inh -8, SARS 3CLpro inh 1, TcdB GH inh 1.7, PrPC surface inh -11, VHR inh abs -11, MazF activator -4, Yp Topo-I inh 10 and CCHFV vOTU inh 2.
`O=C(NCc1ccccc1)c1ccccc1-c1nc2ccccc2[nH]1` gave Vc quorum ag -0.4, Rv3671c protease 1, SSB-PriA inh -2, SARS 3CLpro inh -1, TcdB GH inh 1.3, PrPC surface inh -3, VHR inh abs -6, MazF activator 7, Yp Topo-I inh 2 and CCHFV vOTU inh 5.
For CC(=O)Nc1ccc(Nc2c([N+](=O)[O-])cc(S(C)(=O)=O)cc2[N+](=O)[O-])cc1 the results were Vc quorum ag -0.1, Rv3671c protease 3, SSB-PriA inh 1, SARS 3CLpro inh -4, PrPC surface inh -52, VHR inh abs 30, MazF activator 9, Yp Topo-I inh -2 and CCHFV vOTU inh -9.

This is a subset; count on the stated rates, not on these rows.
